# From PubChem
# S2 tox – cell viability loss in ATXN counter-screen | S2 cells (HEK-293 line with an ATXN2-luciferase reporter) viability, CellTiter-Fluor protease fluorescence, 24 h | Potency, µM (highest dose often 56.7 µM), most hits filed as cytotoxic | 400,000 compounds, 0.49% hits | AID 651635; also: potency is read from the fitted curve at half-maximal effect; nearly all actives have a fitted effect of over 40% in size
# Nrf2 activator – activates Nrf2 signaling. AREc32 ARE-luciferase reporter (MCF7-derived line), luminescence, 24 h. Potency, µM (top dose mostly 46.1 µM), for inactives: at the highest dose activation, usual class: activators. 410,000 compounds, 0.31% hits; also: potency is read from the fitted curve at half-maximal effect; % of control where 0% means no effect; nearly all actives have a fitted effect of over 65% in size
#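 Each well held 1000 AREc32 cells, which were incubated with compound for 24 hr at 37 deg C after overnight attachment, and ARE reporter activity was quantified by firefly luciferase luminescence.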
# EPAC2 ag – activates human EPAC2 exchange factor; 360,000 compounds, 0.079% hits; EPAC2 activation, biochemical qHTS; response scale: 100% = 6.5 mM cAMP response; Potency, µM (top dose mostly 154 µM), for the others: top-dose activation, most hits filed as activators; also: potency is read from the fitted curve at half-maximal effect; nearly all actives have a fitted effect of over 50% in size
# Target sequence (Q8WZA2 whole entry, looked up): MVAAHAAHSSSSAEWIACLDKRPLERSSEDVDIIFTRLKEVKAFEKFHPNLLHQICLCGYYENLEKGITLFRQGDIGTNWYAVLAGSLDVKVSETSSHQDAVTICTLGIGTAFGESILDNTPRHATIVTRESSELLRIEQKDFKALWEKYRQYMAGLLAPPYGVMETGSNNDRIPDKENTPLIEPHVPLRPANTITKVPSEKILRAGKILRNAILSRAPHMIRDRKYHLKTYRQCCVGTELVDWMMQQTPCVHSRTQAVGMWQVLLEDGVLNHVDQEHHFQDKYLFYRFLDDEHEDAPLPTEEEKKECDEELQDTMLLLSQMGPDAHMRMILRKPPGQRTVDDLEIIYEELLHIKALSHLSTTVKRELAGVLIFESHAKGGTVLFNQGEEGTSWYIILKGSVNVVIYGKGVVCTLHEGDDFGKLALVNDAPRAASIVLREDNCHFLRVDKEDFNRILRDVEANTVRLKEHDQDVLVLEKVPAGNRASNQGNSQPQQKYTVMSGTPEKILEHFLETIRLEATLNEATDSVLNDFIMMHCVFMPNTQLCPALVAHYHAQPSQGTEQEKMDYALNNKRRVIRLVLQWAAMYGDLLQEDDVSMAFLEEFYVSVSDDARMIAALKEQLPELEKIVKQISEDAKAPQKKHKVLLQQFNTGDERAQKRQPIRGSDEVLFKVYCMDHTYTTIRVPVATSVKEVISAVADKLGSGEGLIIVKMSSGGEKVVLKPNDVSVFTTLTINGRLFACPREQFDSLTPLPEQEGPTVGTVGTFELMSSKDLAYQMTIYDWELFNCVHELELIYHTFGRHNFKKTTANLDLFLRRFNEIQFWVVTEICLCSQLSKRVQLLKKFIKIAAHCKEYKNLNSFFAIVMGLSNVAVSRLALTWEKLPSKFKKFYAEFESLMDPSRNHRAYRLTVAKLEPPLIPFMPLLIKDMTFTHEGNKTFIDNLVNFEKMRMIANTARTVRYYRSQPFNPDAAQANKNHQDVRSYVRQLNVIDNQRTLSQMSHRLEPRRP
#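 Fluorescence exchange assay: 100 nM EPAC2 with 250 nM RAP1B-BODIPY-GDP and 50 uM GDP; compounds tested as a concentration-titration series (qHTS). Loss of Rap1-bound BODIPY-GDP fluorescence read at 480/540 nm; data normalized to 6.5 mM cAMP.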
# TGFb inhibitor – TGF-b pathway inhibition | Potency, µM (series often up to 46.1 µM), without a hit: at the top dose activity, negative = inhibition, usual class: inhibitors | HepG2 CAGA-GFP TGF-b/SMAD3 reporter, GFP fluorescence, 18 h; TGF-beta stimulated, 500 pg/mL final | 410,000 compounds, 1.2% hits | AID 588855; also: potency is read from the fitted curve at half-maximal effect; % is scaled to controls: 0 for no effect and ±100 for the full control effect; nearly all actives have a fitted effect of over 65% in size
#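 Smad-responsive CAGA-GFP expression was quantified in HEPG2 cells exposed to compounds and 500 pg/mL final TGF-beta for 18 h at 37 degrees C; unstimulated wells defined full inhibition.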
# Nrf2 block – Nrf2 pathway inhibition; A549 ARE-Fluc reporter, luciferase luminescence, 18-24 h; Potency, µM (doses to about 46 µM), without a hit: at the highest dose activity change, negative = inhibition, actives largely listed as inhibitors; 360,000 compounds, 2.1% hits; AID 504444; also: potency is read from the fitted curve at half-maximal effect; % is scaled to controls: 0 for no effect and ±100 for the full control effect; nearly all actives have a fitted effect of over 60% in size
#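 A549 ARE_Fluc cells, 5000/well, 5% FBS OPTI-MEM; compounds in dose-response, 18-24 h at 37 °C/5% CO2; CellTiter-Fluor viability read (Ex 405/Em 525), then BugLite luciferase luminescence = Nrf2 activity.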
# HepG2 viability – counter-screen for TGF-b inhibitors: cytotoxicity in HepG2 cells | Potency, µM (doses to about 46.1 µM), inactives show at the top dose activity change, negative = cytotoxicity, hits mostly cytotoxic | AID 588856 | 410,000 compounds, 0.76% hits | HepG2 CAGA-GFP viability, ATP luminescence, 18 h; also: potency is read from the fitted curve at half-maximal effect; some results filed as inactive show a strong effect at the top dose
#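 HepG2 CAGA-GFP cells (1000/well, DMEM with 1% FBS) received compound, then TGF-beta at 500 pg/mL final, and were incubated 18 hours at 37 degrees C. Viability was read by CellTiter-Glo luminescence. Media-only wells were set as complete cell-killing and DMSO as no toxicity.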
# ATXN2 expr inh – reduces ATXN2 reporter expression in HEK-293 cells | Potency, µM (series often up to 57 µM), for inactives: at the highest dose activity change, negative = inhibition, most hits filed as inhibitors | HEK-293 ATXN2-luciferase reporter, luminescence, 24 h | 360,000 compounds, 0.72% hits; also: potency is read from the fitted curve at half-maximal effect; % is scaled to controls: 0 for no effect and ±100 for the full control effect; nearly all actives have a fitted effect of over 55% in size
#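 qHTS (up to 57 uM final) was run with 24 h compound exposure of reporter cells at 37 °C. Each well was multiplexed: SteadyGlo luminescence measured ATXN2-luciferase expression after a fluorogenic Gly-Phe-AFC viability readout (25 uM final).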
# IL2 activator – IL-2 activation | 360,000 compounds, 0.065% hits | activation, % (series mostly up to about 46 µM) | IL-2 activation reporter assay, cell-based qHTS; stimulated with anti-CD3/CD4/CD28 beads; in transgenic mouse T cells | AID 652025; in the data active = activation above about 50%; inconclusive = mostly about 30% to 49%; also: 0% is about no effect
#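 Readout is EGFP and DsRed signal by fluorescent plate cytometry after 18 h at 37 degrees C. Transgenic mouse T cells (750/well) received compound for 60 min before bead stimulation (anti-CD3, anti-CD4, anti-CD28); memory T cells served as non-tolerant control.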
# A549 viability – counter-screen for Nrf2 inhibitors: cytotoxicity in A549 cells; 390,000 compounds, 0.16% hits; A549 ARE-Fluc cells, CellTiter-Fluor viability, 18-24 h; Potency, µM (highest dose often 46 µM), for the others: at the top dose activity change, negative = cytotoxicity, most hits filed as inhibitors; also: potency is read from the fitted curve at half-maximal effect; % is scaled to controls: 0 for no effect and ±100 for the full control effect
#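 A549 ARE-Fluc cells in 5% FBS OPTI-MEM, 5000 cells/well, rested 2 h then exposed to compounds in concentration-response for 18-24 h at 37 °C. Viability by CellTiter-Fluor fluorescence (Ex 405/Em 525) after 30 min; luciferase luminescence (BugLite, 15 min, RT) read afterwards.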
# * hit, by the source's call; i = inactive; ? = inconclusive; . = not tested or not shown; & = joins results of further samples; [ ] = remark or other dose. Unless noted, calls follow the shape of the dose curve; as a rule, active = well fitted curve in the direction sought with a large enough effect; inconclusive = small, poorly fitted or top-dose-only effect, or another doubt; inactive = no such curve, though single readings can be large; an effect the other way counts as inactive or inconclusive.
SMILES,S2 tox,Nrf2 activator,EPAC2 ag,TGFb inhibitor,Nrf2 block,HepG2 viability,ATXN2 expr inh,IL2 activator,A549 viability
CC(=O)c1ccc(N2CCN(C(=O)CNS(=O)(=O)c3ccc4c(c3)OCCCO4)CC2)c(F)c1,i,1.9%,9.0%,-6.9%,0.6%,-6.7%,-16.5%,-0.5,12.3%
Cc1ccc(CNc2nc3c(S(=O)(=O)c4ccc(C)c(C)c4)nnn3c3ccc(Cl)cc23)cc1,i,-0.5%,.,-1.9%,12.7%,8.4%,11.3%,.,0.9%
Cn1c(CO)cnc1S(=O)(=O)Cc1ccc(Cl)cc1,i,0.0%,-2.4%,-1.3%,-1.3%,-5.7%,13.1%,-2.2,-3.3%
O=C(CSc1ccc(Cl)cc1)Nc1ccc(C2SCCS2)cc1,i,0.2%,9.9%,5.0%,3.8%,-33.6%,-3.1%,-0.5,2.6%
O=C(c1cc2ccccc2oc1=O)N(Cc1ccco1)C1CCS(=O)(=O)C1 (centres undefined),i,12.4%,-6.0%,14.9%,?,7.9%,55.0%[activator],-0.3,-5.0%
Cc1ccccc1-c1nnc(SCC(=O)N2CCCc3ccccc32)o1,?,4.0%,.,?,-11.6%,-22.2%,2.7%,.,-2.8%
CC(C(=O)N1CCCCC1)N(C)CC(=O)Nc1ccc(F)c(F)c1F (centres undefined),i,2.1%,3.6%,5.1%,.,10.3%,.,0.5,.
Cc1cccc(C)c1NC(=O)C1(NC(=O)C2CCCN2C(=O)OC(C)(C)C)CCCCC1 (centres undefined),i,-0.7%,0.2%,14.9%,-8.1%,-8.7%,-3.4%,-1.9,-9.1%
C[C@@H]1CC=C[C@H]2[C@H]1C(=O)N(Cc1ccccc1)[C@H]2c1ccoc1,i,13.5%,11.2%,?,-11.4%,-24.2%,-8.1%,-0.4,4.9%
Cc1ccc(CNC(=O)c2oc3ccc(S(=O)(=O)N4CCOCC4)cc3c2C)cc1,i,0.2%,20.1%,-7.4%,-12.6%,-16.8%,-27.1%,-2.3,15.4%
C=CCNc1nc(-c2c(C)nc3sccn23)cs1,i,5.3%,-1.0%,-12.3%,-16.2%,-16.3%,4.8%,0.8,-8.0%
O=C(c1cccc2ccccc12)C1CCCN(C(=O)CCN2CCCO2)C1 (centres undefined),i,-0.5%,8.8%,2.9%,-9.7%,-4.1%,-23.9%,-3.7,2.1%
CCN(C(=O)Cn1c(=O)n(CC2CCC(C(=O)NC)CC2)c(=O)c2sccc21)c1ccccc1 (centres undefined),i,0.7%,.,-0.9%,?,0.2%,-0.8%,.,7.8%
CCCn1cc(SCC(=O)Nc2nnc(C)s2)c2ccccc21,?,-0.3%,9.2%,-12.2%,3.0%,-28.9%,-20.1%,-2.1,-3.0%
CCOC(=O)c1[nH]c(C)c(C(=O)N(C)Cc2ccccc2)c1C,i,-0.5%,-1.6%,10.2%,-21.9%,-20.4%,-2.0%,0.8,-19.7%
Cc1ccc(-c2ccnc(-c3ccc(O)cc3)n2)cc1,?,13.1%,0.4%,-0.8%,?,-2.2%,27.0%,-0.4,-6.6%
CC(OC(=O)C1=COCCO1)C(=O)Nc1ccc(Oc2ccccc2)cc1 (centres undefined),i,-0.7%,-5.2%,-6.9%,-13.5%,-9.5%,0.7%,-2.6,-6.9%
O=C(CCc1nc2ccccc2c(=O)[nH]1)NCc1ccco1,i,6.8%,10.3%,-4.2%,-11.6%,-3.8%,-11.3%,-3.0,7.9%
Cn1c(=O)[nH]c(=O)c2c1nc(N1CCCCC1)n2C/C=N/NC(=O)c1cc(Br)ccc1O,i,3.2%,12.4%,5.8%,?,-12.8%,-22.6%,-0.5,3.6%
CCCN1CCC(=O)N([C@H](CSc2ccc(Br)cc2)Cc2ccccc2)CC1,?,-0.3%,5.8%,?,5.8%,-6.4%,-17.2%,-0.6,-16.1%
COc1ccc(NC(=O)CCC(=O)c2cccs2)cc1S(=O)(=O)Nc1ccc(Cl)cc1,?,-0.2%,10.8%,-8.3%,8.0%,-1.8%,-36.8%,-1.9,-1.5%
COc1ccc(N2CCN(C(=O)Cc3nn(C)c(=O)c4ccccc34)CC2)cc1,i,3.5%,-7.8%,-7.3%,-18.1%,-3.8%,-11.9%,-2.2,11.5%
COc1ccc(CCNC(=O)COC(=O)/C=C/c2cccc(F)c2)cc1,i,-0.1%,0.0%,-5.0%,0.6%,2.2%,-4.5%,0.5,-1.9%
Cc1cc(C)cc(NC(=O)C2CCN(C(=O)[C@@H]3Cc4ccccc4CN3)CC2)c1,i,2.3%,0.9%,6.2%,15.2%,-20.5%,-16.9%,-1.5,-0.2%
O=C(Nc1ccccc1C(=O)Nc1ccccn1)c1ccccc1F,i,1.1%,5.0%,-0.2%,-35.9%,-23.7%,.,-2.6,-9.0%

# Following part:
SMILES,S2 tox,Nrf2 activator,EPAC2 ag,TGFb inhibitor,Nrf2 block,HepG2 viability,ATXN2 expr inh,IL2 activator,A549 viability
O=C(Nc1nnc(COc2ccccc2)s1)c1ccco1,i,12.2%,3.0%,5.3%,11.1%,-2.7%,4.2%,-0.6,17.1%
CCCCSc1nc(-c2ccc(OC)cc2)ccc1C#N,i,9.7%,.,5.4%,23.9%,-17.2%,1.4%,.,22.6%
CN(CC(=O)Nc1ccc(Cl)cc1)CC(=O)Nc1cccc2ccccc12,i,-0.4%,5.3%,?,-8.7%,-33.6%,.,0.4,-1.6%
Cc1cc(C)n(-c2ccc(C(=O)OCn3nnc4ccccc4c3=O)cc2)n1,i,-0.1%,0.0%,-4.1%,1.2%,-0.1%,1.7%,-2.2,-1.4%
CCOc1cc(/C=N/NC(=O)c2cccnc2)ccc1O,i,3.5%,-8.6%,8.9%,5.6%,4.9%,1.1%,0.5,-3.0%
CC(NC(=O)C1CCN(S(=O)(=O)c2ccc(Br)s2)CC1)c1ccccc1 (centres undefined),i,4.9%,6.4%,-9.3%,-1.1%,-4.6%,-4.8%,2.3,-7.9%
CN1CCN(C(=O)CSc2nc3ccc(NC(=O)c4ccccc4F)cc3s2)CC1,i,3.3%,3.7%,-28.2%,-26.3%,-27.5%,.,1.0,0.0%
COC(=O)[C@@]12CCCN1[C@H](c1ccc(-c3ccc(Cl)c(Cl)c3)cc1)[C@H]1C(=O)N(C)C(=O)[C@H]12,?,5.7%,-0.7%,?,?,-38.7%,?,-0.3,-6.2%
CCc1ccc(OCC(=O)Nc2ccc3c(c2)c2ccccc2n3CC)cc1,i,-1.0%,.,-11.5%,?,-7.6%,3.5%,.,-15.7%
COc1ccc2oc(-c3ccc(C)c(NC(=O)CSc4ccc(Cl)cc4)c3)nc2c1,i,3.8%&3.7%,11.9%,?,?,-56.2%&-23.3%,4.4%&-25.7%,0.2,-26.4%&0.2%
CSCCC(NC(=O)COc1ccccc1)C(=O)N1CCN(c2ccccc2Cl)CC1 (centres undefined),i,-0.6%,4.7%,-16.8%,16.1%,-4.9%,-8.1%,0.9,2.1%
CS(=O)(=O)c1ccc(C(=O)OCC(=O)c2ccc(Cl)s2)cc1,i,0.3%,8.1%,1.3%,16.0%,-11.3%,-14.4%,-0.5,-3.6%
Cc1cccc(C(=O)N2CCCC(Nc3ccc(C)c(C)c3)C2)n1 (centres undefined),i,-0.5%,7.8%,0.4%,6.6%,5.5%,-3.1%,-2.0,-11.4%
CCN(CC)CCNC(CC(=O)Nc1ccc(Cl)cc1Cl)C(=O)O (centres undefined),i,2.3%,9.6%,-4.2%,.,-19.0%,-0.1%,2.9,14.8%
COc1ccc(N2CCN(Cc3nc4c(c(=O)[nH]c(=O)n4C)n3Cc3ccccc3)CC2)cc1,.,0.0%,.,-0.2%,12.6%,-24.7%,.,.,-0.2%
Cc1nc2c3ccccc3nc(NNC(=O)CCC(=O)N3CCN(c4cccc(C(F)(F)F)c4)CC3)n2n1,i,5.3%,.,?,?,-23.4%,-33.5%,.,-16.6%
CC(=O)C1=C(C)N2CCN=C2S1,i,-0.5%,6.6%,10.5%,26.4%,-9.3%,7.1%,0.6,1.6%
O=Cc1ccc(OC(=O)/C=C/c2ccccc2)cc1,i,3.0%,12.1%,1.7%,5.7%,-9.4%,3.8%,-3.3,-5.7%
COc1ccccc1NC(=O)C1=C(C)NC(=O)NC1c1ccccc1[N+](=O)[O-] (centres undefined),i,7.5%,2.5%,-14.8%,4.8%,-12.3%,9.8%,-3.8,1.3%
Cc1[nH]nc(SCC(=O)N2CCCCC2)c1[N+](=O)[O-],i,-0.1%,3.4%,-18.9%,?,-1.4%,12.0%,-1.0,-1.7%
CCOc1ccccc1N(CC(=O)Nc1ccc(C)cc1)S(C)(=O)=O,i,-0.5%,2.0%,-7.8%,?,5.1%,0.6%,-0.6,-0.2%
CN(Cc1ccccc1)c1ncnc2c1nc1n2CCCC1,.,-0.2%,.,?,-27.9%,-1.8%,.,.,2.3%
Cc1cc(Cl)cc(C)c1OCCn1ccnc1,i,-0.6%,6.9%,14.0%,?,2.7%,33.1%,1.1,-15.6%
Cc1cccc(OCCCC(=O)NC(C)C)c1,i,0.1%,2.0%,?,.,-100.5%,-9.0%,-1.2,2.7%
